Compound activity as filed in PubChem.
KDM5B inh: inhibitors of human KDM5B histone demethylase; AID 1347165; hit rate 2.6% among 220,000; KDM5B demethylase, FDH-coupled NADH fluorescence (FDH is formaldehyde dehydrogenase); Q9UGL1; Potency, µM (highest dose often 57.7 µM), inactives show at the highest dose activity change, negative = inhibition, hits mostly inhibitors; active means well fitted inhibition curve with a large enough effect; inconclusive means small, poorly fitted or top-dose-only effect; inactive means no such curve, though single readings can be large or run the other way; further: 0% is about no effect; nearly all actives have a fitted effect of over 70% in size
Target sequence (Q9UGL1 whole entry, looked up): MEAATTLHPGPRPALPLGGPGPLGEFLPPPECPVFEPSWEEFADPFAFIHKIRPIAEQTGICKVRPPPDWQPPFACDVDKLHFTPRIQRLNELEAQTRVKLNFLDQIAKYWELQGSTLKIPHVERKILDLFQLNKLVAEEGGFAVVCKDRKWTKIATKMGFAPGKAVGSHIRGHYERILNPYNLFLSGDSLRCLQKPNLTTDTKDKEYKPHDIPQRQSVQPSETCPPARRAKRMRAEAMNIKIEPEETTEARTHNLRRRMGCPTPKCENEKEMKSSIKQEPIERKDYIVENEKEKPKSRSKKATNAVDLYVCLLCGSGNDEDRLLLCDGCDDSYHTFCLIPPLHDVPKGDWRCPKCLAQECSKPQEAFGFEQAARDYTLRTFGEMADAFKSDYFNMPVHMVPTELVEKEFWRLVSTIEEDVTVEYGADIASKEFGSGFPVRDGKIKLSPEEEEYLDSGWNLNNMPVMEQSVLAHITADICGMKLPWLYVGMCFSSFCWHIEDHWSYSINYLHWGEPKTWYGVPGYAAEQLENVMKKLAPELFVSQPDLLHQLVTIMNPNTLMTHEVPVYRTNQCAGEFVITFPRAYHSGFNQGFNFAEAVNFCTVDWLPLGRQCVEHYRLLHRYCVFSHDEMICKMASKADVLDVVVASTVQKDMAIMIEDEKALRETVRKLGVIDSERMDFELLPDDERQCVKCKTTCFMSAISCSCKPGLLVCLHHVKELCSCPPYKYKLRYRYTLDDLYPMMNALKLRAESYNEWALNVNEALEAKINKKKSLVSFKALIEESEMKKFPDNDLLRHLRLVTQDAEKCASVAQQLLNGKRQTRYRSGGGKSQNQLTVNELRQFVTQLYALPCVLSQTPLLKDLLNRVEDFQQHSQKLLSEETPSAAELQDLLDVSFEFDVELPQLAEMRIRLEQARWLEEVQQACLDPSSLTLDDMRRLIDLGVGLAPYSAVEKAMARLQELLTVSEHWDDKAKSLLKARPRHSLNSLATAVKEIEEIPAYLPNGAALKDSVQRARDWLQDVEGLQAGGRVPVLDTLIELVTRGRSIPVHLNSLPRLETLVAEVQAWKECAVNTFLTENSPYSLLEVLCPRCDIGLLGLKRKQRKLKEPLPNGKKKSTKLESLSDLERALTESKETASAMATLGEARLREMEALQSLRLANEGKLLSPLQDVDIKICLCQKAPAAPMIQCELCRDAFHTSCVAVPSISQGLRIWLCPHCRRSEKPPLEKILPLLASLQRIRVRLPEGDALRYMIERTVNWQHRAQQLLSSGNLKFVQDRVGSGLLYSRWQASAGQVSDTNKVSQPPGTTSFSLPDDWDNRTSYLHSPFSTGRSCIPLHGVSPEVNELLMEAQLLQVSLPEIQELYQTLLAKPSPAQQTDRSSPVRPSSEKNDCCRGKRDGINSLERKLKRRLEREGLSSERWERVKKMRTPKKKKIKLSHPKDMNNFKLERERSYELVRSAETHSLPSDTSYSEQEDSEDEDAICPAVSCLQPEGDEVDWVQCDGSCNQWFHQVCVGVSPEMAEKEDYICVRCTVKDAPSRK
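qHTS format, multiple compound concentrations. Buffer 50 mM HEPES pH 7.5/0.01% Tween-20; 200 nM KDM5BΔAP final; 10 min compound preincubation; substrate-mix levels 12.5 µM peptide, 25 µM α-KG, 0.25 mM NAD⁺; 30 min RT; ΔRFU.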
Numbers without * were called inactive; ? = inconclusive; & = joins results of further samples; [ ] = dose if it differs, or a comment. Potency means the concentration at half of the fitted maximal effect.

SMILES | KDM5B inh
CCN(CC)S(=O)(=O)c1ccc(OC)c(NC(=O)OCc2ccccc2)c1 | -6.0%
CC(C)(O)C#Cc1ccc(C(=O)N2CCOCC2CC(=O)NC2CC2)o1 (stereo not given) | ?
O=C(C1CCCN(c2nc(-c3ccccc3)nc3c2CCC3)C1)N1CCNCC1 (stereo not given) | -4.4%
CCCC(=O)N1CCC2(CC1)SCC(=O)N2c1ccc(Cl)cc1 | -18.2%
CC(C)CN1CCN(C(=O)CCC[C@@H]2[C@H]3CCCN4CCC[C@@H](CN2Cc2cccnc2)[C@@H]34)CC1 | ?
CNC(=O)c1ccc(NC(=O)CCn2c(=O)oc3cc(S(=O)(=O)N4CCCC4)ccc32)cc1 | -5.4%
COc1cccc(C(=O)NCC2(COc3cnccn3)C[C@@H](O)[C@@H](O)C2)c1 (stereo not given in full) | 23.9%[86.2 µM]
COc1ccc(CCNC(=O)C2CC(=O)N(CCc3ccccc3)C2)cc1OC (stereo not given) | 21.4%&8.5%
CCOc1ccc(NC(=O)c2cc(S(=O)(=O)N3CCCCCC3)cn2C)cc1 | -2.1%
CC(C)(C)C(O)C(Cc1ccccc1Cl)n1cncn1 (stereo not given) | 46.0%[activator]
Cc1ccccc1Cn1c(NC2CCCCC2)nc2c1c(=O)[nH]c(=O)n2C | 10.0%
CCc1ccccc1NC(=O)CSc1nc2nc(C)c(Br)cc2[nH]1 | -9.3%
CN(C)CCNC(=O)C(=O)NCC(c1cccnc1)N1CCN(c2ccccc2)CC1 (stereo not given) | -5.5%
CC(Sc1n[nH]c(C(C)C)n1)C(=O)c1c[nH]c2ccccc12 (stereo not given) | 1.1%
Cn1nccc1C(=O)N1C[C@@H](COCC2CC2)[C@H](c2ccccn2)C1 | 28.3%
COc1ccc2c(c1)CCCN2C(=O)c1cc2ccc(F)cc2nc1C | 1.9%
Cc1cc(=O)n(CC(=O)Nc2cccc(F)c2)c(-c2ccccc2)n1 | 6.9%
CCCCN(C)C(=O)CN1C(=O)NC2(CCC(C)CC2)C1=O (stereo not given) | 6.5%
Cc1c(OC(=O)c2ccc(F)cc2)cccc1OC(=O)c1ccc(F)cc1 | 0.5%
CC(C)NC(=O)N1CCN(C(=O)C2CCNCC2)[C@@H](C(=O)N[C@H](Cc2c[nH]c3ccccc23)C(N)=O)C1 | -20.4%
CCc1nnc(NC(=O)c2cccc(S(=O)(=O)N3CCCCC3)c2)s1 | -4.8%
N#CC1=C(N)OC2=C(C(=O)CC(c3ccc(Cl)cc3)C2)C1c1ccc(Cl)c(Cl)c1 (stereo not given) | -8.8%
COC(C)c1cccc(-c2cc(NC3CC3)nc(N)n2)c1 (stereo not given) | 23.5%
COCCNc1nnc(Cc2ccc(Cl)cc2)c(=O)[nH]1 | 33.7%
COc1ccc(-n2nc(C(=O)NCC(=O)NCc3ccc(F)cc3)c3ccccc3c2=O)cc1OC | -25.1%
(list continues)
SMILES | KDM5B inh
CCOc1ccc(N(C)S(=O)(=O)c2ccc3[nH]cc(C(=O)NCc4ccccc4)c(=O)c3c2)cc1 | 8.8%
O=c1n(-c2ccc(F)cc2F)nc2n1CCN([S+](=O)([O-])c1ccccc1)C2 | -13.7%
CC(C(=O)Nc1ccc(F)cc1)n1cnc2c1c(=O)n(C)c(=O)n2C (stereo not given) | 4.9%
CCCOC(=O)c1nc2ccccc2nc1NCc1ccc2c(c1)OCO2 | 10.1%
CCCCn1c(Br)nc2c1c(=O)[nH]c(=O)n2C | -6.1%
CC(=O)N1CCC2(CC1)C(=O)NN=C2C1CC1 | 8.0%[115 µM]
Cc1ccc(C(NC(=O)C2CCCCC2)c2cccnc2)cc1 (stereo not given) | 26.3%
O=C(Nc1cccc(C(=O)NC2CCCCC2)c1)c1ccccc1 | -15.0%
Cc1ccc(NC(=O)Cc2coc3c(C)c(C)ccc23)cc1Cl | 2.9%
O=C(CN1CCN(Cc2ccccc2Cl)CC1)N/N=C/c1cccs1 | 28.5%
CN(C)CCCNC1CCCCC1 | 18.3%
O=C(C1=C(O)C(=O)N(CCc2ccccc2)C1c1cccnc1)c1ccco1 (stereo not given) | -6.4%
CC1=CC(c2ccc(Cl)cc2)n2nc(NC(=O)CCCC(=O)O)nc2N1 (stereo not given) | ?
COc1ccc(-c2c(NC(=O)C(C)C)oc3ccccc3c2=O)cc1 | -5.7%
COCC(=O)N1CCC(C2CCN(S(=O)(=O)c3ccccc3)C2)CC1 (stereo not given) | -11.3%
COc1cccc(-c2n[nH]c3c2CC(=O)N(Cc2ccccc2)C3)c1OC | ?
O=C1CC(c2ccccc2)Cc2[nH]c(=O)c(-c3nc(-c4cccc(Cl)c4)cs3)cc21 (stereo not given) | ?
c1ccc(C2=NOC3(CCCN(CC4CCCCC4)C3)C2)cc1 (stereo not given) | 18.6%[149 µM]
Cc1nc2c(c(-c3ccc(O)cc3)n1)CN(C(=O)C1CCCC1)CCC2 | -9.7%
CCN(CC)C(=O)c1cnn(-c2ccc(F)cc2)c1-n1cccc1 | -16.6%
COCCC(=O)N1CCc2c(n(CCOc3ccccc3)n(-c3ccccc3)c2=O)C1 | -11.9%[86.2 µM]
Cc1ccccc1Cn1nc(-c2ccc(C)c(S(=O)(=O)N3CCCCC3)c2)ccc1=O | ?
COc1ccc(S(=O)(=O)NCCc2nnc3ccc(SCC(=O)Nc4ccc(C(F)(F)F)cc4)nn23)cc1 | -17.1%
CCCN(Cc1cccs1)C(=O)Nc1ccc(Br)c(C)c1 | -4.2%
CCOC(=O)c1sc(NC(=O)c2nc(SC)ncc2Cl)c(C(=O)OCC)c1C | -10.8%

The last three entries of the section before are carried over, then new ones follow.
SMILES | KDM5B inh
COc1ccc(S(=O)(=O)NCCc2nnc3ccc(SCC(=O)Nc4ccc(C(F)(F)F)cc4)nn23)cc1 | -17.1%
CCCN(Cc1cccs1)C(=O)Nc1ccc(Br)c(C)c1 | -4.2%
CCOC(=O)c1sc(NC(=O)c2nc(SC)ncc2Cl)c(C(=O)OCC)c1C | -10.8%
COc1ccc(-n2c(=O)c3sc4ccccc4c3n(CC(=O)NCc3ccccc3)c2=O)cc1 | -11.6%
COCCN1Cc2[nH]nc(-c3cccc(NC(C)=O)c3)c2CC1=O | 11.5%[86.2 µM]
Clc1ccc(-c2nnc(-c3ccccc3)o2)cn1 | -22.3%
Cc1ccc(NC(=O)c2ccc3c(Cl)c4c(nc3c2)CCCC4)cc1F | 17.9%
COc1ccc(OCC(O)CN2CCC(O)CC2)c(CNCC2(O)CCCCC2)c1 (stereo not given) | 215.3%[activator]
COc1ccc2c(c1)c(C(C)=O)c(C)n2CCc1ccccc1 | 4.6%
O=C(c1cccc(Cl)c1)N1CCCN(c2nc3ncccc3o2)CC1 | -6.7%
CCOc1ccc(-n2c(SCC(=O)N3CCCCC3)nc3c([nH]c4ccccc43)c2=O)cc1 | -9.3%
Cc1ccc(CNC(=O)c2nccnc2N)cc1 | ?
NC(=O)c1cccc(CN(CC2CCOC2)C2CC2)c1 (stereo not given) | 18.9%
CCOc1ccccc1N1CC(c2nc3ccccc3n2CCOc2ccccc2)CC1=O (stereo not given) | -65.8%
COc1ccc(CCNC(=O)c2ccc3c(c2)N(Cc2ccccc2)C(=O)CS3=O)cc1OC (stereo not given) | 3.0%
Cc1ccc2c(c1)C(C)(C)C1(/C=C/c3cccc(Cl)c3)NC(=O)CN21 (stereo not given) | -22.5%
COc1ccc(CNC23CC4CC(CC(C4)C2)C3)c2ccccc12 | -10.4%
CN1CCN(c2nc3ccccc3nc2C(=O)Nc2ccc(Oc3ccc(Cl)cc3)cc2)CC1 | -7.6%
N#C/C(=C\c1ccc(-c2cccc(Cl)c2Cl)o1)c1ccccc1 | 12.3%
COc1ccc(-c2ccc3nnc(CNC(=O)c4cccc(NC(C)=O)c4)n3n2)cc1 | 28.2µM*
CSc1nn(Cc2ccc(C)cc2)c(N)c1S(=O)(=O)c1ccccc1 | ?
COc1ccc2c(c1)CCCC21NC(=O)N(CC(=O)N2CC(C)OC(C)C2)C1=O (stereo not given) | 1.8%
FC(F)(F)c1ccnc(Oc2ccc(C3=NCCS3)cc2)c1 | 20.2%
O=C(NCCc1ccncc1)C1CC(=O)N(c2n[nH]c3cccc(F)c23)C1 (stereo not given) | -9.1%
CCCn1c(C)c(CC(=O)NC(C)Cn2cccn2)c2c1CC(C)(C)CC2=O (stereo not given) | 20.8%
COc1ccc(NC(=O)c2cc3ccccc3o2)c(OC)c1 | ?
COc1ncc(C(=O)N2CC[C@](C)(O)[C@@H](O)C2)nc1OC | -6.0%
CC(C)(C)OC(=O)CN(CCc1ccccc1)CCS(C)(=O)=O | -9.8%

3 compounds picked at random from the list so far, as already listed:
SMILES | KDM5B inh
COc1ccc(CCNC(=O)c2ccc3c(c2)N(Cc2ccccc2)C(=O)CS3=O)cc1OC (stereo not given) | 3.0%
COc1ccc(OCC(O)CN2CCC(O)CC2)c(CNCC2(O)CCCCC2)c1 (stereo not given) | 215.3%[activator]
COc1ccc(-c2ccc3nnc(CNC(=O)c4cccc(NC(C)=O)c4)n3n2)cc1 | 28.2µM*

Next results follow.
SMILES | KDM5B inh
COC(=O)c1c(NC(=O)CCCOc2ccc(C(C)(C)C)cc2)sc2c1C(C(=O)OC)CC2 (stereo not given) | 20.2%
O=C(c1ccccc1F)N(Cc1cccs1)c1ccc(O)cc1 | 1.5%
COc1ccc(Cc2nnc(NC(=O)Nc3ccccc3OC)s2)cc1 | 4.1%
Cc1cc(C)c2c(=O)cc(C(=O)N(Cc3ccc(F)cc3)C3CCS(=O)(=O)C3)oc2c1 (stereo not given) | -3.0%
COC(=O)CSc1[nH]c2ccc(F)cc2c1[N+](=O)[O-] | ?
CN(C(=O)c1ccccc1OCc1ccc(Cl)cc1)c1ccccc1 | 3.9%
COc1cc(CN2CC[C@H](c3nc4ccccc4o3)C2)cc(OC)c1OC | -31.9%[86.2 µM]
CC(C)CNc1nc(-c2ccc(S(=O)(=O)N3CCCCCC3)cc2)cs1 | ?
CC(C)(C)C(=O)Cn1ncc(N2CCOCC2)c(Cl)c1=O | 27.2%
CCn1cc(CN(C)C(=O)CCc2nc(-c3ccccc3OC)no2)cn1 | -5.7%
O=C(c1cccc(F)c1)N1CCC2(CC1)N=C(c1ccc(Br)cc1)NO2 | 17.2%
Cc1ncc(-c2ccc(S(=O)(=O)Nc3ccc(F)cc3C)cc2)o1 | -7.8%
CCCCCCCCCCC(=O)Nc1cccc(C)c1C | 22.0%
CC1(c2noc(C3CC3)n2)CCN(C(=O)CNc2ccc3nnc(-c4cccnc4)n3n2)CC1 | -28.4%
COc1ccc(C(=O)N2C[C@@H](Oc3cccnc3)C[C@H]2C(N)=O)cc1 | -25.2%
C1CCC(COCCc2noc(C3CNC3)n2)C1 | ?
CCOc1ccc(CN(CC)Cc2cc(=O)n3[nH]c(-c4cccc(C)c4)cc3n2)cc1 | 10.5%
Cc1cc(NC(=O)N(Cc2ccncc2)C2CC2)no1 | -6.2%
O=C(c1ccccc1Cl)N1CCCN(c2nc3ncccc3o2)CC1 | ?
CCOC(=O)c1c(C)[nH]c(C)c1S(=O)(=O)N1CCC(C(=O)N2CCN(c3ccc(Cl)cc3)CC2)CC1 | -9.8%
Cc1ccc(NC(=O)Cn2ccc3sccc3c2=O)c(C)c1 | -11.0%
O=C(Nc1ccc(Cl)c(C(F)(F)F)c1)c1c(Cl)cccc1Cl | -11.4%
CCn1ncc(C(=O)Nc2ccc([N+](=O)[O-])cc2OC)c1C | 26.4%
CN1CCN(C(=O)Cn2nc(-c3cccc([N+](=O)[O-])c3)c3ccccc3c2=O)CC1 | 5.5%
CN(C)S(=O)(=O)N(CC(=O)NCCSCc1ccc(Cl)cc1Cl)c1ccccc1 | ?

Single values from the list:
Entry for `CCn1cc(CN(C)C(=O)CCc2nc(-c3ccccc3OC)no2)cn1` under KDM5B inh: -5.7%
Entry for `CCOC(=O)c1c(C)[nH]c(C)c1S(=O)(=O)N1CCC(C(=O)N2CCN(c3ccc(Cl)cc3)CC2)CC1` under KDM5B inh: -9.8%

(cont.)
SMILES | KDM5B inh
Cc1cc(C(=O)N2CCc3c(nc[nH]c3=O)C2)c2cc(Cl)ccc2n1 | -15.8%
Fc1ccc(Nc2nc(N3CCOCC3)c3ccccc3n2)cc1 | -28.9%
COc1nc(Oc2ccc(=O)n(C)n2)nc(N(C)C)n1 | 15.4%
COc1ccc(NC(=O)c2cc3n(n2)CC(c2ccc(Cl)cc2)OC3)cc1OC (stereo not given) | ?
Cn1c(NCCO)nc2c1c(=O)n(Cc1ccccc1Cl)c(=O)n2C | 23.2%
Cc1ccc(N(C)C(=O)Cn2nc(Cc3ccncc3)c3ccccc3c2=O)cc1C | 3.0%
CCCNC(=O)C1COC2(CCC(C)CC2)N1C(=O)c1ccc(Cl)c(Cl)c1 (stereo not given) | 19.3%
COc1ccc(C(=O)c2ccc(F)cc2)cc1 | 10.3%
COc1ccc(OC)c(NC(=O)c2ccc3c(c2)c(C)c(C)n3Cc2ccc(F)cc2)c1 | ?
CC1(C)Cc2c(sc3c2c2nc(Cc4ccccc4)nn2c(=O)n3CC(N)=O)CO1 | 12.7%
CCN(Cc1ccccc1)C(=O)CCC1CCN(S(=O)(=O)c2ccccc2)CC1 | 25.1µM*
CCCC(=O)Nc1c(C(=O)N2CCN(c3ccccc3)CC2)oc2ccccc12 | -5.4%
CC(=O)N(C)Cc1ccccc1C(F)(F)F | -6.3%[86.2 µM]
Cc1ccc(C)c(S(=O)(=O)N2CCCOC2CNC(=O)C(=O)NCc2ccccc2)c1 (stereo not given) | 17.6%
COc1ccc(CN(C)CC(=O)Nc2cccc3ccccc23)cc1F | 10.7%

For reference, part of the list above.
SMILES | KDM5B inh
Cc1cc(C(=O)N2CCc3c(nc[nH]c3=O)C2)c2cc(Cl)ccc2n1 | -15.8%
Fc1ccc(Nc2nc(N3CCOCC3)c3ccccc3n2)cc1 | -28.9%
COc1nc(Oc2ccc(=O)n(C)n2)nc(N(C)C)n1 | 15.4%
COc1ccc(NC(=O)c2cc3n(n2)CC(c2ccc(Cl)cc2)OC3)cc1OC (stereo not given) | ?
Cn1c(NCCO)nc2c1c(=O)n(Cc1ccccc1Cl)c(=O)n2C | 23.2%

Only part of the results is shown (hit frequency here may not be typical).
